High-throughput results from PubChem BioAssay.
K1F lysis inhibition – protection from phage-mediated lysis, alamar blue read-out – E. coli UTI89, K1F phage, bacterial capsule biogenesis inhibitors (AID 488966). E. coli UTI89 K1F phage lysis, alamar blue, 2 h; higher % means a stronger effect. inhibition, % at 100 µM, or IC50 in µM where a hit was titrated. 340,000 compounds, 0.02% hits;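 active = phage lysis inhibition, versus mean bacterial control, above a set limit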;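 also: capsule biogenesis inhibitors block K1F phage lysis so surviving cells raise fluorescence; higher fluorescence means more inhibition of phage lysis; actives were called in the ten point dose series up to 300 µM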
P. falciparum M1AAP – P. falciparum M1AAP inhibitors, biochemical, fluorogenic H-Leu-NHMec substrate, 1536-well (AID 1445); one-dose inhibition, % at 30 µM; IC50 in µM for titrated hits; recombinant M1AAP, H-Leu-NHMec fluorogenic kinetic assay; higher % means a stronger effect; 220,000 compounds, 0.42% hits;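 active = primary inhibition above the hit cutoff, then over 50% inhibition at one or more dose response concentrations, cut at about 23% in these data, passing the limit was not always enough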;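 also: plate controls were DMSO full reaction for no effect and no enzyme background for full effect; strong numbers were not always called active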
WT yeast gro inh – growth inhibition of WT yeast, mitochondrial fusion screen. mitochondrial fusion phenotypic screen, WT strain. inhibition, % at 10 µM. 190,000 compounds, 2.1% hits; in the data active = inhibition above about 58%; tested in S. cerevisiae
PMI inhibition – MPI inhibition at elevated mannose 6-phosphate – biochemical, fluorescence intensity, high mannose 6-phosphate, primary screen (AID 1220) | recombinant PMI enzyme, coupled fluorescence intensity; higher % means a stronger effect | inhibition, % at 20 µM; hits with a dose series show IC50 in µM | 190,000 compounds, 0.66% hits
Lipid droplet – hepatic lipid droplet formation modulation; AML12 mouse hepatocytes, oleate lipid droplets, BODIPY imaging; inhibition, % at 6.5 µM; 240,000 compounds, 0.4% hits; AID 1656;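 active = lipid droplet intensity inhibited by at least 50%, with more than 500 cells counted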
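Assay system: AML12 hepatocytes (mouse); Probe or stimulus: oleic acid at 100 µM to induce lipid droplet formation; Dosing: compound at 6.5 µM only; Schedule: compound with oleate, overnight; Detection: fluorescence imaging, 20x objective, two fields per well; Measure: % inhibition of lipid droplet signal.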
CSM14.1 death rescue – protection against thapsigargin-triggered cell killing – 384-well, CSM14.1, ATP luminescence, primary screen (AID 1222) | CSM14.1 thapsigargin-induced death rescue, ATP luminescence; higher % means a stronger effect | cellular ATP content (survival), % at 20 µM; hits with a dose series show EC50 in µM | 190,000 tested, under 10 active;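 active = EC50 below 50 µM in the dose-response confirmation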;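 also: death triggered by thapsigargin at about 15 µM added after 2 h compound pretreatment; cell ATP read after overnight thapsigargin exposure of roughly 18 to 22 hours; normalized against plate controls of thapsigargin alone and 5% DMSO vehicle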
human PMI inhibition – MPI enzyme activity inhibition – biochemical, fluorescence intensity, coupled assay, primary screen (AID 1209) | purified PMI enzyme, coupled fluorescence intensity; higher % means a stronger effect | one-dose inhibition, % at 20 µM; IC50 in µM for titrated hits | 190,000 compounds, 0.42% hits;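 also: plate controls were DMSO vehicle for no effect and wells lacking substrate for full effect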
TNAP activators – human TNAP enzyme activators, primary screen, biochemical, luminescent, no phosphate acceptor, uHTS (AID 1001); one-dose activation fold at 20 µM; EC50 in µM for titrated hits; 200,000 compounds, 0.03% hits; purified TNAP, luminescent activation assay, no phosphate acceptor; higher activation fold means a stronger effect; in the data active = activation fold from about 3, or a potency from the dose series; inactive = the rest, 99 in 100 with activation fold below about 1.6; also: many of its hits are not listed in these tables
Myeloid diff MLP – myeloid differentiation induction. ER-HoxA9 myeloid progenitors, lysozyme-GFP differentiation, flow cytometry. calls only at 10 µM. 360,000 compounds, 1% hits. AID 624256;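 active = normalized GFP-positive differentiation at or above the plate's own cutoff, the solvent-only control mean plus 3 SD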;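 also: cells exposed to compound for four days before flow analysis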
WT yeast gro inh mutant strain – further read-out of WT yeast gro inh, marked with its call; inhibition, %; mitochondrial fusion phenotypic screen, mutant strain inhibition
Lipid droplet cells 6.5 µM – further read-out of Lipid droplet, marked with its call; cell count; measured here: cell count, cytotoxicity flag;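 cells counted across two imaged fields per well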
Myeloid diff MLP GFP+ MAC1+ % – recorded beside Myeloid diff MLP, whose call it bears; GFP+ MAC1+ double positive, %; measured here: differentiation confirmed by MAC1 staining
* = called active by the depositor; [ ] = dose if it differs, or a comment. Rule as the data show it, unless noted: active = inhibition above about 50%; inactive = the rest.

How did CC1CCN(CC(O)COC2CC(C)CCC2C(C)C)CC1 (stereo unspecified) do in these assays?
K1F lysis inhibition: 0.4%; P. falciparum M1AAP: 6.6%; WT yeast gro inh: 6.2; PMI inhibition: -7.8%; Lipid droplet: 10.0; CSM14.1 death rescue: -3.1%; human PMI inhibition: -2.3%; TNAP activators: 1.1; Myeloid diff MLP: inactive; WT yeast gro inh mutant strain: -0.6; Lipid droplet cells 6.5 µM: 713; Myeloid diff MLP GFP+ MAC1+ %: 0.2

Results for COc1ccc(/C(C)=N/Nc2nc3ccccc3nc2C)cc1OC ?
K1F lysis inhibition: 4.4%; P. falciparum M1AAP: 9.8%; Lipid droplet: 5.0; Myeloid diff MLP: inactive; Lipid droplet cells 6.5 µM: 726; Myeloid diff MLP GFP+ MAC1+ %: 0.2

What do the screens show for `Cc1onc(-c2c(Cl)cccc2Cl)c1NC(=O)N1CCSCC1`?
K1F lysis inhibition: 3.6%; P. falciparum M1AAP: 0.9%; Lipid droplet: -12.6; Myeloid diff MLP: inactive; Lipid droplet cells 6.5 µM: 709; Myeloid diff MLP GFP+ MAC1+ %: 0.2

Results for O=C1OC(/C(=C\NCc2ccccc2)[N+](=O)[O-])c2ccccc21 (stereo unspecified) ?
P. falciparum M1AAP: 11.5%; WT yeast gro inh: -6.6; PMI inhibition: 4.0%; Lipid droplet: -12.7; CSM14.1 death rescue: 2.1%; human PMI inhibition: 6.9%; TNAP activators: 1.1; Myeloid diff MLP: inactive; WT yeast gro inh mutant strain: -2.9; Lipid droplet cells 6.5 µM: 677; Myeloid diff MLP GFP+ MAC1+ %: 0.2

How did O=C(Cc1cccs1)NCCCc1ccccc1 do in these assays?
K1F lysis inhibition: 0.3%; P. falciparum M1AAP: 1.0%; WT yeast gro inh: -4.1; PMI inhibition: -5.0%; Lipid droplet: 5.7; CSM14.1 death rescue: 2.3%; human PMI inhibition: 3.0%; TNAP activators: 1; Myeloid diff MLP: inactive; WT yeast gro inh mutant strain: -0.6; Lipid droplet cells 6.5 µM: 697; Myeloid diff MLP GFP+ MAC1+ %: 0.5

What do the screens show for `CCOC(=O)c1ccc(N2C(=O)CC(N3CCC(C(N)=O)(N4CCCCC4)CC3)C2=O)cc1` (stereo unspecified)?
K1F lysis inhibition: -0.3%; P. falciparum M1AAP: 3.9%; WT yeast gro inh: -10.7; PMI inhibition: -5.4%; Lipid droplet: -6.4; CSM14.1 death rescue: -1.4%; human PMI inhibition: -4.8%; TNAP activators: 1.1; Myeloid diff MLP: inactive; WT yeast gro inh mutant strain: -9.5; Lipid droplet cells 6.5 µM: 652; Myeloid diff MLP GFP+ MAC1+ %: 1.1

What do the screens show for `CCOC(=O)c1sc(=S)n(-c2cc(OC)ccc2OC)c1N`?
K1F lysis inhibition: 0.1%; P. falciparum M1AAP: 15.1%; WT yeast gro inh: 73.5; PMI inhibition: 22.2%; Lipid droplet: -43.0; CSM14.1 death rescue: 1.2%; human PMI inhibition: 65.3%*; TNAP activators: 1.1; Myeloid diff MLP: inactive; WT yeast gro inh mutant strain: 79.5; Lipid droplet cells 6.5 µM: 645; Myeloid diff MLP GFP+ MAC1+ %: 1.0

Results for Cc1cc(C=O)c2c(c1)C=CC1(Oc3ccccc3C(=O)N1C)O2 (stereo unspecified) ?
P. falciparum M1AAP: 17.6%; WT yeast gro inh: -11.2; PMI inhibition: 3.6%; Lipid droplet: -5.9; CSM14.1 death rescue: 14.3%; human PMI inhibition: 2.8%; TNAP activators: 1; WT yeast gro inh mutant strain: -8.3; Lipid droplet cells 6.5 µM: 772

How did Cc1cc(C)cc(Nc2ncc3c(n2)CC(c2ccco2)CC3=O)c1 (stereo unspecified) do in these assays?
K1F lysis inhibition: 0.1%; P. falciparum M1AAP: 9.4%; WT yeast gro inh: 16.7; PMI inhibition: 10.8%; Lipid droplet: -4.5; human PMI inhibition: 22.0%; TNAP activators: 1; Myeloid diff MLP: inactive; WT yeast gro inh mutant strain: 7.8; Lipid droplet cells 6.5 µM: 697; Myeloid diff MLP GFP+ MAC1+ %: 0.4

What do the screens show for `CC1CCN(C(=O)C2CCN(S(=O)(=O)c3cc(Cl)ccc3Cl)CC2)CC1`?
K1F lysis inhibition: 0.1%; P. falciparum M1AAP: 0.8%; Lipid droplet: -28.1; Myeloid diff MLP: inactive; Lipid droplet cells 6.5 µM: 693; Myeloid diff MLP GFP+ MAC1+ %: 0.0

How did COc1nc(N(C)C)nc(N2CC(=O)N(CCNS(=O)(=O)c3ccc(C)cc3)C2=N)n1 do in these assays?
K1F lysis inhibition: 1.1%[50 µM]; P. falciparum M1AAP: 20.1%; WT yeast gro inh: -11.6; PMI inhibition: -9.2%; Lipid droplet: 2.3; CSM14.1 death rescue: -1.4%; human PMI inhibition: 0.3%; TNAP activators: 1; Myeloid diff MLP: inactive; WT yeast gro inh mutant strain: -2.7; Lipid droplet cells 6.5 µM: 631; Myeloid diff MLP GFP+ MAC1+ %: 1.1

How did c1ccc(C(c2nnnn2Cc2cccs2)N2CCN(C3CCCC3)CC2)cc1 (stereo unspecified) do in these assays?
K1F lysis inhibition: 4.2%; P. falciparum M1AAP: 2.9%; WT yeast gro inh: 17.3; PMI inhibition: 3.0%; Lipid droplet: 8.3; CSM14.1 death rescue: -2.7%; human PMI inhibition: 9.7%; TNAP activators: 1.1; Myeloid diff MLP: inactive; WT yeast gro inh mutant strain: 11.8; Lipid droplet cells 6.5 µM: 692; Myeloid diff MLP GFP+ MAC1+ %: 0.8

Results for CCN1C(=O)/C(=C2/Sc3ccc(OC)cc3N2C)SC1=Nc1cccc(O)c1 ?
K1F lysis inhibition: 1.9%; P. falciparum M1AAP: 8.2%; WT yeast gro inh: -8.7; PMI inhibition: 13.9%; CSM14.1 death rescue: -1.3%; human PMI inhibition: 10.9%; TNAP activators: 1; Myeloid diff MLP: inactive; WT yeast gro inh mutant strain: -7.1; Myeloid diff MLP GFP+ MAC1+ %: 5.8

How did O=C(COC(=O)c1cccnc1Nc1ccccc1F)NCCN1C(=O)CSC1=O do in these assays?
K1F lysis inhibition: 0.4%; P. falciparum M1AAP: 10.7%; WT yeast gro inh: 9.5; PMI inhibition: 5.1%; Lipid droplet: -0.5; CSM14.1 death rescue: 0.7%; human PMI inhibition: 8.2%; TNAP activators: 1.1; Myeloid diff MLP: inactive; WT yeast gro inh mutant strain: 8.2; Lipid droplet cells 6.5 µM: 805; Myeloid diff MLP GFP+ MAC1+ %: 7.6

What do the screens show for `CCN(CCCNC(=O)CNC(=O)Cn1cnc2ccccc2c1=O)c1ccccc1`?
K1F lysis inhibition: -0.3%; P. falciparum M1AAP: 10.6%; WT yeast gro inh: 1.4; PMI inhibition: 11.1%; Lipid droplet: -0.1; CSM14.1 death rescue: -2.1%; human PMI inhibition: 12.4%; TNAP activators: 1.1; Myeloid diff MLP: inactive; WT yeast gro inh mutant strain: -2.9; Lipid droplet cells 6.5 µM: 721; Myeloid diff MLP GFP+ MAC1+ %: 0.8

What do the screens show for `COc1ccc2sc(N(CCN(C)C)C(=O)/C=C/c3cccs3)nc2c1`?
K1F lysis inhibition: 0.2%; P. falciparum M1AAP: 21.5%; WT yeast gro inh: 14.1; PMI inhibition: -4.5%; Lipid droplet: 12.7; CSM14.1 death rescue: -0.3%; human PMI inhibition: -8.7%; TNAP activators: 1; Myeloid diff MLP: inactive; WT yeast gro inh mutant strain: 23.9; Lipid droplet cells 6.5 µM: 706; Myeloid diff MLP GFP+ MAC1+ %: 0.4

Results for c1ccc2c(c1)OCC(c1nn3cnnc3s1)O2 (stereo unspecified) ?
K1F lysis inhibition: 0.8%; P. falciparum M1AAP: 4.3%; WT yeast gro inh: 15.5; PMI inhibition: 3.9%; Lipid droplet: -14.7; CSM14.1 death rescue: -2.5%; human PMI inhibition: 7.2%; TNAP activators: 1.1; Myeloid diff MLP: inactive; WT yeast gro inh mutant strain: 14.4; Lipid droplet cells 6.5 µM: 750; Myeloid diff MLP GFP+ MAC1+ %: 0.4

How did COc1ccc(OCC(=O)Nc2nc3ccc(NC(C)=O)cc3s2)cc1 do in these assays?
K1F lysis inhibition: 0.4%; P. falciparum M1AAP: 0.0%; WT yeast gro inh: 5.6; PMI inhibition: -1.7%; Lipid droplet: 15.1; CSM14.1 death rescue: -0.2%; human PMI inhibition: 7.4%; TNAP activators: 1.1; Myeloid diff MLP: inactive; WT yeast gro inh mutant strain: -2.7; Lipid droplet cells 6.5 µM: 751; Myeloid diff MLP GFP+ MAC1+ %: 1.0

How did COC(=O)CC(NC(=O)C1CC1)c1ccc2c(c1)OCO2 (stereo unspecified) do in these assays?
K1F lysis inhibition: -0.3%; P. falciparum M1AAP: 9.3%; WT yeast gro inh: -11.4; PMI inhibition: 10.7%; CSM14.1 death rescue: 1.3%; human PMI inhibition: 0.1%; TNAP activators: 1.1; Myeloid diff MLP: inactive; WT yeast gro inh mutant strain: 29.8; Myeloid diff MLP GFP+ MAC1+ %: 0.3

How did CC(c1nc2ccccc2c(=O)[nH]1)N1CCOCC1 (stereo unspecified) do in these assays?
K1F lysis inhibition: -0.6%; P. falciparum M1AAP: 5.9%; WT yeast gro inh: 7.6; PMI inhibition: 8.1%; Lipid droplet: 14.0; CSM14.1 death rescue: 0.2%; human PMI inhibition: 7.4%; TNAP activators: 1; Myeloid diff MLP: inactive; WT yeast gro inh mutant strain: -0.8; Lipid droplet cells 6.5 µM: 679; Myeloid diff MLP GFP+ MAC1+ %: 0.1

What do the screens show for `Cc1cc(C)c(NC(=O)/C(=C/c2ccccc2)c2ccccc2)c(C)c1`?
K1F lysis inhibition: 1.8%; P. falciparum M1AAP: 3.9%; WT yeast gro inh: 15.2; PMI inhibition: 8.2%; Lipid droplet: -22.8; CSM14.1 death rescue: 1.5%; human PMI inhibition: 13.0%; TNAP activators: 1.2; Myeloid diff MLP: inactive; WT yeast gro inh mutant strain: 5.7; Lipid droplet cells 6.5 µM: 698; Myeloid diff MLP GFP+ MAC1+ %: 0.8

Results for CC1=CSC2=NC(=O)/C(=C\c3cccn3-c3ccc([N+](=O)[O-])cc3)C(=N)N12 ?
K1F lysis inhibition: 0.4%[50 µM]; P. falciparum M1AAP: -0.5%; WT yeast gro inh: 24.7; PMI inhibition: -2.7%; Lipid droplet: -13.8; CSM14.1 death rescue: -7.8%; human PMI inhibition: -10.7%; TNAP activators: 0.9; Myeloid diff MLP: inactive; WT yeast gro inh mutant strain: 28.6; Lipid droplet cells 6.5 µM: 672; Myeloid diff MLP GFP+ MAC1+ %: 3.0

Compounds were not picked by outcome; overall some 4.6% were active at least once.
